Pf apPOL inh – Pf-apPOL DNA polymerase inhibition. Recombinant Pf-apPOL, molecular beacon fluorescence, 1.5 h. inhibition, % at 10 µM. AID 1794808. 0.25% of 210,000 active
mHTT-CaM PPI inh – inhibitors of human mutant huntingtin-calmodulin interaction; AlphaScreen His-mHTT/GST-CaM binding, luminescence; P42858; 3.6% of 190,000 active; inhibition, % at 15 µM;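 further: 0% = both proteins with DMSO and 100% = one protein alone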
An asterisk follows results filed as active; i = inactive; . = no result given; & = joins results of further samples. No stated cut-off is given here; in the data, active means inhibition above about 50%; inactive means the rest. A portion of the library; count on the stated rates, not on these rows.

SMILES	Pf apPOL inh	mHTT-CaM PPI inh
ClC1=C(Cl)C2(Cl)C3COCOCC3C1(Cl)C2(Cl)Cl (configuration not stated)	-4	-40
Cc1cc(OCC(=O)OCc2ccccc2)c2c3c(c(=O)oc2c1)CCCC3	5	-4
COc1ccc(CN2CCN(C)CC2)cc1OC	0	-2
Cc1[nH]c2ccc(F)cc2c1CCN	1	4
CC(=O)[C@@]12N[C@@H]1CC1C3CC=C4C[C@@H](O)CC[C@]4(C)C3CC[C@@]12C (some centres not stated)	.	-5
O=C(NC1CC2CCN(C2)C1)c1c[nH]c2ccsc2c1=O (configuration not stated)	5	.
O=c1oc2ccccc2c2c1C(c1ccc(O)cc1)c1c(c3ccccc3oc1=O)O2	69*	96*
CN1CCC(O)(c2ccco2)C(C(=O)Cc2ccco2)C1 (configuration not stated)	.	-2

Following part
SMILES	Pf apPOL inh	mHTT-CaM PPI inh
Cc1cccc(N2CCN(Cc3ccc(F)cc3)CC2)c1C	3	-7
Cc1ccc(Oc2c(C)nc(C)nc2OC(=O)N(C)C)cc1	-2	.
COc1ccc2c(c1)C1(CCN(S(=O)(=O)c3cccc(C#N)c3)C1)C(=O)N2C (configuration not stated)	-1	4
CC(C)=CCOc1cc(C)cc2oc(=O)c3c(c12)CCC3	3	-19
CN1CCN(Cc2ccoc2)CC1	-5	2
CC(C)NP(=O)(NC(C)C)OP(=O)(NC(C)C)NC(C)C	2	.
O=C(c1ccc2c(c1)OCO2)N1CC2CC(C1)c1cccc(=O)n1C2 (configuration not stated)	-7&-1	-4&-6
CCCC(=O)N1CCC2(C1)C(=O)N(C)c1ccc(OC)cc12 (configuration not stated)	0	-5

Following part:
SMILES	Pf apPOL inh	mHTT-CaM PPI inh
O=C1NC(=O)C(=Cc2cccs2)C(=O)N1	1	.
CCn1cc(C(=O)Nc2cccc(C)c2)c2cccnc21	0	-2
N=C(N[N+](=O)[O-])N1CCSCC1	-4	.
CC(=O)c1ccc(N2CCN(Cc3cccc(F)c3)CC2)cc1	0	2
CC(C)OC(=O)N1CCN(/C(N)=N/[N+](=O)[O-])CC1	4	i
CC12CN3CC(C)(CN(C1)C3c1cccnc1)C2=O (configuration not stated)	-2	-3
CN(C)CC(=O)Nc1ccc(Br)cc1C(=O)c1ccccc1Cl	-2	14
O=C1C=CC(=O)c2c(O)cccc21	97*	.

Further structures follow.
SMILES	Pf apPOL inh	mHTT-CaM PPI inh
CCn1c(=N)c(C#N)cc2c(=O)n3cccc(C)c3nc21	-6	-1
COc1ccc(CNCCc2cccc(F)c2)cc1C	10	-16
CC(C)c1ccc(C(=O)CN(C)C)cc1	4	6
CC(c1ccccc1)n1cncc1C(=O)N1CCCC1=O (configuration not stated)	-2	0
COc1ccc(CNCCc2ccc(Cl)cc2)cc1C	-2	1
Clc1ccccc1CC1=NCCN1	4&-15	.
CCC12C=CCN3CCC4(c5ccc(OC)cc5N(C)C4C(O)(C(=O)OC)C1OC(C)=O)C32 (configuration not stated)	-13	.
CCCCn1c(=O)c(C(=O)Nc2cc([N+](=O)[O-])ccc2O)c(O)c2ccccc21	-3	5

Continuation.
SMILES	Pf apPOL inh	mHTT-CaM PPI inh
COc1cccc(NC(=O)N2CCC3(C2)C(=O)N(C)c2ccc(OC)cc23)c1 (configuration not stated)	-1	-5
CCC(N)C(=O)c1ccc(Cl)cc1 (configuration not stated)	-1	-2
COc1ccc(Cl)cc1NC(=O)C(Cl)(Cl)Cl	-13	-43
CCCCc1nc2ccccc2c(=O)n1-c1ccccc1	1	-8
O=c1cccc2n1CC1CC2CN(C(=S)Nc2ccc([N+](=O)[O-])cc2)C1 (configuration not stated)	-9	-2
COc1ccc(C2NN=C3C4CCN(CC4)C32)cc1Br (configuration not stated)	-7	.
COc1ccc(C(=O)N2CCC3(C2)C(=O)Nc2ccc(OC)cc23)c(OC)c1 (configuration not stated)	-8	2
Clc1ccc(Cl)c2c1N[C@@H](c1cccnc1)[C@H]1CC=C[C@@H]21	.	-16

The list continues.
SMILES	Pf apPOL inh	mHTT-CaM PPI inh
CC12CCCCC1CCC1C2CCC2(C)C(O)C(=Cc3ccccc3)CC12 (configuration not stated)	-4	3
CC(C)c1ccc(C2NCc3ccccc3-n3cccc32)cc1 (configuration not stated)	.	28
COc1cc(C([O-])=Nc2c[n+](CCc3ccccc3)no2)cc(OC)c1OC	9	11
C/C=C(\C)CN(C)CCc1ccc(OC)c(OC)c1	-3	-7
COc1ccc2c(c1)OC(=Cc1ccc(OC(=O)N(C)C)cc1)C2=O	-33	9
CCC(=O)N1N=C2C3CCN(CC3)C2C1c1ccc(Br)cc1 (configuration not stated)	-4	-10
Cc1ncc([N+](=O)[O-])n1CCOC(NC(=O)c1ccccc1)C(Cl)(Cl)Cl (configuration not stated)	-1	-2
Nc1nonc1NC(=O)COC1CN2CCC1CC2 (configuration not stated)	.	-2

(further entries)
SMILES	Pf apPOL inh	mHTT-CaM PPI inh
OC(C#CCN1CCOCC1)(c1ccccc1)C1CCCC1 (configuration not stated)	-20	-10
O=C(CNS(=O)(=O)c1ccc(Br)s1)N1CCC2(CC1)OCCO2	-13	2
COc1ccc(OC)c(C(O)C(C)N)c1 (configuration not stated)	15	.
COc1ccc(C=C2C(=O)NC(=S)NC2=O)cc1Br	64*	.
C=CCN1C(=O)C2(C(C(=O)OC)=C(N)Oc3c2oc(CO)cc3=O)c2ccccc21 (configuration not stated)	-6	-5
CCc1nc2ccccc2c(=O)n1-c1cccc([N+](=O)[O-])c1	-4	-3
CN(C)c1ccc(-c2nnc(-c3ccc(S(=O)(=O)F)cc3)o2)cc1	18	5
COc1ccccc1CCNCc1ccccc1C	2	-12

Grouped by structure, the compounds so far with a furan ring, fused or not
SMILES	Pf apPOL inh	mHTT-CaM PPI inh
CN1CCC(O)(c2ccco2)C(C(=O)Cc2ccco2)C1 (configuration not stated)	.	-2
CN1CCN(Cc2ccoc2)CC1	-5	2

Next part.
SMILES	Pf apPOL inh	mHTT-CaM PPI inh
CN1CCC(N(C)c2ncnc3ccc(Br)cc23)CC1	-7	-4
CC(C)(C)c1cc(C(C)(C)C)c2c(c1)C(O)(C(F)(F)F)C(=O)O2 (configuration not stated)	10	.
CCCCNC(=O)CN1C(=O)C(C)N=C(c2ccccc2)c2ccccc21 (configuration not stated)	-18	1
O=C(CN1C(=O)CN=C(c2ccccc2)c2ccccc21)Nc1ccccc1C(F)(F)F	-4	5
Cc1c(C(=O)N2CCC3(CC2)OCCO3)oc2ccc(S(=O)(=O)N3CCCCC3)cc12	-13	15
CCOC(=O)C1=NN(c2cccc(Cl)c2)C2c3cccc4cccc(c34)C12 (configuration not stated)	-26	.
Cc1csc2sc(C=C(C#N)C#N)c(C)c12	-16	.
COc1ccc(CCN(C)Cc2ccccn2)cc1OC	-5	1

Other compounds.
SMILES	Pf apPOL inh	mHTT-CaM PPI inh
O=S(=O)(Nc1cccc(C(F)(F)F)c1)c1cccc2n[se]nc12	-3	7
CC(=O)Nc1ccc(Br)cc1C(=O)c1ccccc1	-2	-18
COc1cc(CN2CCN(c3ccc(F)cc3)CC2)cc(OC)c1	-6	6
COc1cccc(-n2c(C)nc3ccccc3c2=O)c1	0	-3
CCOc1ccc(N2C(=O)CC(=O)NC2=O)cc1	-7	-1
Cc1cc(N=C=S)nn1C	.	-3
Cc1nc(C(=O)NCc2cccc(F)c2)c(C)n1C1CCN(C)CC1	-2	1
O=[N+]([O-])c1ccc(N2CCNCC2)cc1NC1CC1	-2	2&5

Remaining list, next part
Fields: Pf apPOL inh	mHTT-CaM PPI inh
> COc1ccc(Br)cc1C=C1Oc2cc(OC(=O)N(C)C)ccc2C1=O
    -4	-1
> O=[N+]([O-])c1ccccc1CN1CCN(c2ccc(F)cc2)CC1
    -5	9
> O=[N+]([O-])c1ccc(NCCO)c2ncccc12
    0	6
> COC1CC(CC2CCC(C)C(C(C)C(=O)O)O2)OC2(OC(C)(C3CCC(C)(C4OC(C5OC(O)(CO)C(C)CC5C)CC4C)O3)CC2C)C1C (configuration not stated)
    -6	.
> CNC(=O)ONC(=Nc1ccccc1C)c1nonc1N
    -2	-3
> CN1CCc2c(c(N3CCCCC3)nc3n[nH]c(N)c23)C1
    .	-8
> CN1C(=O)C(=Cc2cn(CC#N)c3ccccc23)C(=O)N(C)C1=O
    -1	23
> CSc1nnc(C(C)(C)C)c(=O)n1N
    -4	0
> O=C1CN=C(c2ccc(F)cc2)c2oc3ccccc3c2N1
    0	2
> O=C(O)C1C2c3ccccc3C(c3ccccc32)C1C(=O)NCCO (configuration not stated)
    -3	-2
> C=CCSc1nc2ccccc2c(=O)n1-c1ccc(Cl)cc1
    2	-18
> Fc1ccc(CN2CCN(Cc3ccc4c(c3)OCO4)CC2)cc1
    -3&-4	3&18
> O=C(NC(=S)Nc1cc(C(F)(F)F)cc(C(F)(F)F)c1)Oc1ccccc1
    7&3	.
> COc1ccccc1CCNCc1cccc(C(F)(F)F)c1
    -2	-9
> N#CCC[C@@H]1CC[C@]2(CCCN(Cc3ccncc3)C2)O1
    -7	-11

(list continues)
Fields: Pf apPOL inh	mHTT-CaM PPI inh
> C#CC1(C)CCC2C(O1)c1ccccc1OC2(C)C (configuration not stated)
    2&1	-21&-18
> COc1ccc2c(c1)C1(CCN(C(=O)CCc3ccccc3)C1)C(=O)N2 (configuration not stated)
    -5	9
> O=[N+]([O-])c1cc(F)c(N2CCCCCC2)cc1N1CCNCC1
    .	16
> c1ccc(N=NNc2ccccc2)cc1
    .	13
> CN(C)C(=O)Oc1ccc2c(c1)OC(=Cc1cc(Br)cc3c1OCOC3)C2=O
    -7&-3	-1&10
> COc1ccc(CN2CCN(c3ccccc3)CC2)c(C)c1C
    -5	-2
> Cc1ccc2c(c1)C1CN(C)CCC1N2 (configuration not stated)
    -11	7
> CCOc1ccccc1N1CCN(Cc2ccc(OC)cc2)CC1
    4	6
> COc1ccc2c(c1)C1(CCN(C(=O)CC(C)C)C1)C(=O)N2C (configuration not stated)
    -1	3
> COc1ccc(C2=NOC(C(=O)N3CCC4(CC3)OCCO4)C2)cc1 (configuration not stated)
    0	-8
> CC(C)N1CCC(n2nnc3ccccc32)CC1
    -7	.
> O=C1CC(=O)N(c2ccc3c(c2)OCO3)C(=O)N1
    -11	-3
> Cc1ccc(S(=O)(=O)Nc2ccc(N/C(N)=N/[N+](=O)[O-])cc2)cc1
    -2	i
> Nc1nnc(CCN2CCCCC2)s1
    .	-2
> COC(=O)c1ccc(Oc2coc3cc(OC(=O)N(C)C)ccc3c2=O)cc1
    3	2

The results go on:
Fields: Pf apPOL inh	mHTT-CaM PPI inh
> CC(C)C1C(C#N)=C(N)Oc2c1c(=O)oc1ccccc21 (configuration not stated)
    -2&-6	0&5
> CCC1CCC(NCCc2ccc(OC)cc2)CC1 (configuration not stated)
    -2	0
> O=[N+]([O-])c1cc(C(F)(F)F)cc2c1Oc1ccccc1O2
    .	6
> CN(C)c1ccc(C=C2CC3C4CCC5CCCCC5(C)C4CCC3(C)C2=O)cc1 (configuration not stated)
    -12	-2
> N=C1c2ccccc2CN1c1cc(Cl)cc(Cl)c1
    -8	-4
> COc1ccc2c(c1)C1(CCN(S(=O)(=O)c3ccc(F)cc3)C1)C(=O)N2 (configuration not stated)
    -4	-1
> O=c1[nH]c(O)c(C=C2C=Nc3ccc(OCc4ccccc4)cc32)c(=O)[nH]1
    -3	76*
> COc1cc2c(cc1OC)-c1c(OC)c(OC)c([N+](=O)[O-])c3c1C(C2)N(C)CC3 (configuration not stated)
    .	57*
> O=C(NC(=S)N1C[C@H]2C[C@@H](C1)c1cccc(=O)n1C2)c1cccs1
    .	-2
> O=C(CN1C(=O)CN=C(c2ccccc2)c2cc(Cl)ccc21)Nc1cccc(C(F)(F)F)c1
    -14	82*
> C=CCSc1nc2ccccc2c(=O)n1-c1ccc(C)cc1
    -4	-5
> O=C(Cc1ccc(F)cc1)N1CCN(Cc2nc(-c3cccs3)cs2)CC1
    -67	4
> Cc1ccnc(-n2c(CN3C(=O)c4ccccc4C3=O)nc3ccccc3c2=O)c1
    -8	3
> CC(C)C(=O)NC(Oc1ccc([N+](=O)[O-])cc1)C(Cl)(Cl)Cl (configuration not stated)
    -5	6
> CC12CCCCC1CCC1C2CCC2(C)C(O)C(=Cc3cccc(F)c3)CC12 (configuration not stated)
    -3	-1

Single records, from the list above. Order of values: Pf apPOL inh | mHTT-CaM PPI inh
COc1cc2c(cc1OC)-c1c(OC)c(OC)c([N+](=O)[O-])c3c1C(C2)N(C)CC3 (configuration not stated) is entered as . | 57*
O=C(NC(=S)N1C[C@H]2C[C@@H](C1)c1cccc(=O)n1C2)c1cccs1 is entered as . | -2

Going on with the list:
Fields: Pf apPOL inh	mHTT-CaM PPI inh
> CC(C)(CN)CNc1ccc([N+](=O)[O-])c2cccnc12
    3&-4	16&16
> CCOC(=O)CC[C@@H]1CC[C@]2(CCCN(Cc3ccccn3)C2)O1
    -8	4
> O=C1NC(=S)NC(=O)C1=Cc1ccco1
    91*	.
> CSC(=S)NCc1c[nH]c2ccccc12
    -7	.
> COc1ccc(Cn2cc(C(=O)O)nn2)cc1F
    -4	-5
> CSc1ccc(CN2CCCCC2c2cccnc2)cc1 (configuration not stated)
    -4	5
> CCN(CC)P(=O)(Oc1ccccc1)Oc1ccccc1
    -4	-20
> CCN1CCN(Cc2cc(Br)c(O)c(OC)c2)CC1
    -5	-4
> COc1ccc2c(c1)C1(CCN(C(=O)C3CCCC3)C1)C(=O)N2 (configuration not stated)
    -3	4
> Brc1ccc(C2C=C(c3cccnc3)Nc3ncnn32)cc1 (configuration not stated)
    -9	15

Part of the list above in order of molar mass, descending:
Fields: Pf apPOL inh	mHTT-CaM PPI inh
> Brc1ccc(C2C=C(c3cccnc3)Nc3ncnn32)cc1 (configuration not stated)
    -9	15
> CCN(CC)P(=O)(Oc1ccccc1)Oc1ccccc1
    -4	-20
> O=C1NC(=S)NC(=O)C1=Cc1ccco1
    91*	.
